PAX8 inh HTS = inhibitors of PAX8-driven TPO luciferase reporter, primary screen, RMG-I cells, single concentration; SteadyGlo, 24 h; inhibition, % at 12.6 µM; hit rate 1.2% among 360,000; AID 652154, 2013;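 active = mean replicate inhibition at least 60% with every replicate also reaching 60%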;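 also: luciferase light reporting Pax8 driven TPO promoter activity; plate controls were median of neutral control wells for no effect and mitoxantrone controls for full effect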
EWS-Fli inh = EWS/Fli-driven NR0B1 reporter inhibitors, primary screen, A673 cells, NR0B1 luciferase, luminescence, MLPCN library. hit rate 0.67% among 350,000. AID 651661, 2012. inhibition, % at 12.6 µM. viability-normalised;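 active = mean inhibition of at least 50% after viability correction, with every replicate also passing that limit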;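 also: firefly luciferase signal divided by Alamar Blue viability fluorescence both relative to DMSO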
Casp6 inh = human caspase-6 inhibitors, primary screen, biochemical, VEID-R110 fluorescence, single point, set 2. P55212. purified caspase-6, Z-VEID-R110 cleavage fluorescence. inhibition, % at 12.5 µM. hit rate 0.53% among 350,000. AID 686996, 2013;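 active = mean inhibition across replicates at least about 35%, with every replicate also reaching that limit, limit read from the data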;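 also: 0% = median of neutral control wells and 100% = no fluorescence left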
Target sequence (P55212 24-179 limits assumed): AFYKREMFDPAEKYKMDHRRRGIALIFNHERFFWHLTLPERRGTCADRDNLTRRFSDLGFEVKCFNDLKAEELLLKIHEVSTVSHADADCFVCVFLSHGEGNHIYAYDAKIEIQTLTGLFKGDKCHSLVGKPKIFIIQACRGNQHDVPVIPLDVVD
Target sequence (P55212 194-293 limits assumed): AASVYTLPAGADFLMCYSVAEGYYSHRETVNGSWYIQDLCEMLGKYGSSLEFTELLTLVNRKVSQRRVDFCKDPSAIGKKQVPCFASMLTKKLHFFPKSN
ARNT TACC3 PPI = disruptors of ARNT/TACC3 protein interaction, primary screen, biochemical, AlphaScreen, single concentration | AlphaScreen His-ARNT PAS-B/GST-TACC3 binding, luminescence; TACC3 fragment carries E629A point mutation | hit rate 0.66% among 390,000 | inhibition, % at 9.99 µM;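 active = mean inhibition of replicates at least 50% and at least half of replicates each reaching 50%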;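 also: 0% = complete ARNT plus TACC3 wells and 100% = ARNT alone without TACC3; many hits fall short of the cut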
SIRT5 block = SIRT5 desuccinylase inhibitors, primary screen, biochemical, fluorescence imaging, single point, set 5. Purified SirT5, succinyl-peptide AMC, trypsin-coupled fluorescence. NAD-dependent protein deacylase sirtuin-5, mitochondrial (Homo sapiens), Q9NXA8. hit rate 1.1% among 330,000. inhibition, % at 15 µM; in the data active = inhibition above about 15%
Target sequence (Q9NXA8 whole entry, looked up): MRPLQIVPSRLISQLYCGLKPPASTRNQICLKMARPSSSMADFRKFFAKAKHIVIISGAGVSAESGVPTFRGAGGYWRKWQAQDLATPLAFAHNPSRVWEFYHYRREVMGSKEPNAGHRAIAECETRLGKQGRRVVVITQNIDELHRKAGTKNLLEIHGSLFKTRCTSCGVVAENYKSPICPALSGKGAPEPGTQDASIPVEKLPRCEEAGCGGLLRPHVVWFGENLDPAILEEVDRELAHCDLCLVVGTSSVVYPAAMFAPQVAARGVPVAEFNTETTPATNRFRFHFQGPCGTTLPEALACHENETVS
LGR2 antag = inhibitors of bursicon-induced LGR2 CRE-luciferase signal, primary screen, cell-based, HEK293, CRE-luciferase reporter, bursicon stimulation. inhibition, % at 9.99 µM. AID 720647, 2013. bursicon-stimulated, 4 h. hit rate 0.35% among 380,000;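 active = drop in luminescence signal, shown as inhibition above about 50% in the replicate tests, limit read from the data, passing the limit was not always enough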;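 also: agonist challenge used bursicon conditioned medium at about half maximal strength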
DENV2 CPE rescue = inhibitors of DENV2 cytopathic effect, primary screen, cell-based, plate reader, single concentration; CPE inhibition, % at 9.99 µM; hit rate 1.7% among 350,000; DENV2-infected cells, cytopathic effect rescue; AID 651640, 2012; in the data active = CPE inhibition above about 20%, passing the limit was not always enough; tested in BHK-21 cells;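 also: 0% = median of neutral control wells and 100% = median of positive control wells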
* marks the source's active call; other numbers are inactive results; x = no result given; & = joins results of further samples. Compounds were not picked by outcome; 4.9% or so of the library scored in one or more.

1. COc1ccc(S(=O)(=O)Nc2ccc3c(c2)CC(=O)N([C@@H](C)CO)C[C@@H](C)[C@@H](CN(C)Cc2ccncc2)O3)cc1
2. COc1ccc(CCNC(=O)c2ccc(OCC(=O)N3CCOCC3)c(OC)c2)cc1
3. COc1ccccc1NC(=O)N1CC(=O)N2[C@H](CO)[C@H](c3ccc(C#CC4CC4)cc3)[C@H]2C1
4. CCC(COC)NC(=O)CCc1nnc(Cc2cccc(C(F)(F)F)c2)o1 (configuration not stated)
5. Cc1nc(-c2nc(-c3c(C(=O)NNC(=O)Nc4cccc(Cl)c4)noc3C)cs2)cs1
6. CC(=O)N1CCN(C(=O)CNC(=O)c2ccc(Br)o2)CC1
7. CCOc1c(Br)cc(CNc2ccc(N3CCN(C(C)=O)CC3)cc2)cc1OC
8. COc1ccc(NC(=O)CSCC(=O)N(C)CC(=O)Nc2cccc3ccccc23)cc1
9. COCCCN1C(=O)C(CC(=O)NCC2CCCCC2)CC(C(=O)N2CCOCC2)=C1C (configuration not stated)
10. COc1ccccc1NC(=O)CCn1c(=O)c2cccn2c2ccccc21

Screen / compound no.,1,2,3,4,5,6,7,8,9,10
PAX8 inh HTS,5,1,-5,-100,4,8,11,8,-12,17
EWS-Fli inh,3,0,1,-60,4,2,12,2,0,x
Casp6 inh,-2,0,x,-7,1,-73,0,-3,0,1
ARNT TACC3 PPI,-11,x,x,-5,2,0,6,0,x,-6
SIRT5 block,-4,-4,-1,-2,8,2,-4,-7,-5,-2
LGR2 antag,10,3,8,-25,-3,5,0,6,-4,14
DENV2 CPE rescue,-1,-4,2,-3,2,-1,6,7,-1,2

5 records picked at random from those above:
8. COc1ccc(NC(=O)CSCC(=O)N(C)CC(=O)Nc2cccc3ccccc23)cc1
2. COc1ccc(CCNC(=O)c2ccc(OCC(=O)N3CCOCC3)c(OC)c2)cc1
7. CCOc1c(Br)cc(CNc2ccc(N3CCN(C(C)=O)CC3)cc2)cc1OC
3. COc1ccccc1NC(=O)N1CC(=O)N2[C@H](CO)[C@H](c3ccc(C#CC4CC4)cc3)[C@H]2C1
6. CC(=O)N1CCN(C(=O)CNC(=O)c2ccc(Br)o2)CC1

Screen / compound no.,8,2,7,3,6
PAX8 inh HTS,8,1,11,-5,8
EWS-Fli inh,2,0,12,1,2
Casp6 inh,-3,0,0,x,-73
ARNT TACC3 PPI,0,x,6,x,0
SIRT5 block,-7,-4,-4,-1,2
LGR2 antag,6,3,0,8,5
DENV2 CPE rescue,7,-4,6,2,-1

(more compounds)
11. C[C@H]1CN([C@@H](C)CO)C(=O)c2cc(NC(=O)c3ccncc3)ccc2O[C@H]1CN(C)C(=O)Nc1ccccc1
12. CNC[C@@H]1OCCCC[C@H](C)Oc2ccc(NC(=O)Nc3ccc(C(F)(F)F)cc3)cc2C(=O)N([C@@H](C)CO)C[C@H]1C
13. COc1ccc(C(=S)N2CCN(S(=O)(=O)c3ccccc3)CC2)cc1
14. CSc1ccc(/C=N/NC(=O)c2ccc(C)c(C)c2)cc1
15. CC(C)Sc1nnc(SCC(=O)N(C)C2CCS(=O)(=O)C2)s1 (configuration not stated)
16. CC1(C)N=C(N)N=C(N)N1CCCCc1ccccc1
17. Cc1ccc(S(=O)(=O)Nc2ccc3nc(C)oc3c2)cc1
18. NS(=O)(=O)c1ccc(NC(=O)COC(=O)c2ccc(Cl)cc2[N+](=O)[O-])cc1
19. NCCc1c(C(=O)O)[nH]c2ccc([N+](=O)[O-])cc12
20. NC(N)=NC(=O)c1nc(Cl)c(N)nc1N

Screen / compound no.,11,12,13,14,15,16,17,18,19,20
PAX8 inh HTS,-11,9,10,8,-4,73*,17,25,-15,-22&-19&-10
EWS-Fli inh,x,1,7,x,3,46,-3,5,8,-3&-8&-3
Casp6 inh,-1,x,2,x,4,-3,1,33,4,0&-3&1
ARNT TACC3 PPI,1,x,4,2,-31,-11,-4,13,7,1&7&5
SIRT5 block,-1,x,-1,x,1,x,-3,-8,-3,-4&-7
LGR2 antag,2,2,-5,-34,-14,-10,-17,-4,11,-8&6&10
DENV2 CPE rescue,64*,x,-1,x,-3,-10,-4,-4,3,-9&10&-10

Whole records as entered above.
`NS(=O)(=O)c1ccc(NC(=O)COC(=O)c2ccc(Cl)cc2[N+](=O)[O-])cc1` is listed as PAX8 inh HTS: 25; EWS-Fli inh: 5; Casp6 inh: 33; ARNT TACC3 PPI: 13; SIRT5 block: -8; LGR2 antag: -4; DENV2 CPE rescue: -4
`CSc1ccc(/C=N/NC(=O)c2ccc(C)c(C)c2)cc1` is listed as PAX8 inh HTS: 8; EWS-Fli inh: x; Casp6 inh: x; ARNT TACC3 PPI: 2; SIRT5 block: x; LGR2 antag: -34; DENV2 CPE rescue: x

New compounds follow.
21. Cc1ccc(CCNC(=O)Cn2ncc3c([nH]c4ccccc43)c2=O)cc1
22. COc1cccc(CNC(=O)COC(=O)/C=C/c2ccc(SC)cc2)c1
23. COc1ccc(OCc2nnc(SCC(=O)Nc3oc(C)c4c(C)n[nH]c(=O)c34)n2C)cc1
24. C[C@H]1CN([C@@H](C)CO)C(=O)c2cccc(NC(=O)c3nc4ccccc4s3)c2O[C@@H]1CN(C)S(C)(=O)=O
25. CC(C)CN(C(=O)COC(=O)c1cccnc1Cl)c1c(N)n(Cc2ccccc2)c(=O)[nH]c1=O
26. CC(SCc1ccccc1)C(=O)N/N=C/c1cccs1 (configuration not stated)
27. C[C@H](CO)N1C[C@H](C)[C@@H](CN(C)C(=O)Nc2ccccc2)Oc2ccc(NC(=O)NC3CCCCC3)cc2CC1=O
28. CC(OC(=O)C1=COCCO1)C(=O)Nc1ncc(Cl)cc1Cl (configuration not stated)
29. CC1CCC2(CC1)NC(=O)N(CC(=O)Nc1ccc(C(N)=O)cc1)C2=O (configuration not stated)
30. Cc1cc(Cl)ccc1NC(=S)N1CCN(Cc2ccccc2)CC1

Screen / compound no.,21,22,23,24,25,26,27,28,29,30
PAX8 inh HTS,3,-3,-21,x,3,-10,-24,-3,7,-9
EWS-Fli inh,6,1,-1,0,1,x,-1,-3,6,x
Casp6 inh,0,1,-6,-3,4,x,3,-2,0,x
ARNT TACC3 PPI,-4,-5,x,0,5,-2,2,-11,-8,7
SIRT5 block,-1,1,3,-3,-5,x,-2,-1,0,x
LGR2 antag,x,-8,0,5,19,-14,-8,-8,0,11
DENV2 CPE rescue,-2,13,-7,-1,-4,x,-1,-1,2,x

31. O=C(OCCCc1ccncc1)c1ccc(S(=O)(=O)N2CCOCC2)cc1
32. Cc1nc2ccc(NS(=O)(=O)c3ccccc3Cl)cc2s1
33. C[C@@H]1CN([C@H](C)CO)C(=O)CCCn2cc(nn2)CO[C@@H]1CN(C)C(=O)Nc1cccc2ccccc12
34. O=C1c2c(O)cccc2Cc2cccc(O)c21
35. CCc1sc(N2[C@@H](C#N)[C@@H](c3ccccc3-c3cccc(F)c3)[C@@H]2CO)nc1C
36. O=C(CNC1CCN(Cc2ccccc2)CC1)Nc1ccc(S(=O)(=O)N2CCCCC2)cc1
37. Cc1cc(O)ccc1NC(=O)CCN1C(=O)c2ccc([N+](=O)[O-])cc2C1=O
38. C[C@H](CO)N1C[C@H](C)[C@H](CN(C)S(=O)(=O)c2cn(C)cn2)Oc2ccc(NC(=O)Nc3cccc4ccccc34)cc2CC1=O
39. C[C@H](CO)N1C[C@H](C)[C@H](CN(C)C(=O)C2CCCCC2)Oc2ncc(C3=CCCC3)cc2C1=O
40. CCOC(=O)C1=C(C)N(CCCC(=O)O)C(=O)NC1C(CC)CC (configuration not stated)

Screen / compound no.,31,32,33,34,35,36,37,38,39,40
PAX8 inh HTS,x,-1,11,x,x,5,-9,1,21,-10
EWS-Fli inh,-3,0,3,-5,-2,9,x,0,2,1
Casp6 inh,0,-1,x,0,-1,-4,x,-2,-3,1
ARNT TACC3 PPI,-19,24,x,12,x,-1,-5,x,-6,-1
SIRT5 block,-5,0,x,x,1,-1,x,3,1,2
LGR2 antag,-2,-5,6,x,9,0,-26,-26,6,x
DENV2 CPE rescue,1,4,x,4,-5,x,x,-6,10,-21

41. Cc1ccc(F)cc1C(=O)N1CCCCC1c1cc(C(=O)NCc2ccccc2)no1 (configuration not stated)
42. CO[C@@]1(NC(=O)Cc2cccs2)C(=O)N2C(C(=O)O)=C(COC(N)=O)CS[C@@H]21
43. O=C(CSc1nc2nc(-c3cccs3)cc(C(F)(F)F)c2c(=O)[nH]1)Nc1ccc(F)c(F)c1
44. COCC(=O)Nc1ccc2c(c1)OC[C@@H](C)N(C(=O)CC1CC1)C[C@H](C)[C@@H](OC)CN(C)C2=O
45. O=C(CCNC(=O)c1ccc([N+](=O)[O-])cc1)NC1CCCc2ccccc21 (configuration not stated)
46. Cc1ccc2c(c1)sc(-c1ccc(N(C)C)cc1)[n+]2C
47. CSc1ccccc1NC(=O)CN(C)C(=O)CCc1c[nH]c2ccccc12
48. O=C(/C=C/c1ccccc1)Nc1cccc(C(=O)NCCc2ccccc2)c1
49. O=C(/C=C/c1ccc(Cl)cc1)OCC(=O)c1ccc[nH]1
50. Cc1noc(C)c1S(=O)(=O)N(C)C[C@@H]1Oc2ccc(NC(=O)NC(C)C)cc2CC(=O)N([C@H](C)CO)C[C@@H]1C

Screen / compound no.,41,42,43,44,45,46,47,48,49,50
PAX8 inh HTS,1,7,14,-4,10,55,-9,-71,-19,24
EWS-Fli inh,13,-11,28,1,-25,26,11,-48,6,1
Casp6 inh,1,1,1,1,0,-2,-6,-3,2,1
ARNT TACC3 PPI,x,1,-3,-6,1,-10,-15,7,6,-2
SIRT5 block,2,0,-2,-2,-3,9,-2,0,-2,2
LGR2 antag,5,x,4,4,10,-41,-8,-10,3,-12
DENV2 CPE rescue,4,-7,-7,16,7,-4,-7,2,-6,7

51. CCCN1CCCCC(NC(=O)c2ccc(Cl)cc2Cl)C1=O (configuration not stated)
52. COCCNC[C@@H]1[C@H](c2ccccc2)[C@H](CO)N1c1nc(C)c(C)s1
53. O=C(C[n+]1ccc(-c2nnc3n2CCC3)cc1)c1ccc(Cl)c(Cl)c1
54. COc1ccc(S(=O)(=O)Nc2ccc3c(c2)C(=O)N([C@H](C)CO)C[C@H](C)[C@H](CN(C)CC2CCCCC2)OCCCC[C@@H](C)O3)cc1
55. CCn1cc(C(=O)N2CCN(c3ccc(OC)cc3)CC2)c(=O)c2cc(S(=O)(=O)N3CCOCC3)ccc21
56. Cc1cc(C(=O)N2CCN(c3ncccn3)CC2)nn1C
57. COc1cccc(NC(=O)CN(C)C(=O)c2cc(S(=O)(=O)N3CCCCC3)ccc2Cl)c1
58. CCNC(=O)Nc1ccc(S(=O)(=O)Nc2cnc(C)nc2C)cc1
59. CCCNC(=O)Nc1ccc2c(c1)C(=O)N(C)[C@H]1CC[C@@H](CC(=O)NC3CCC3)O[C@H]1CO2
60. Cc1ccc(NC(=O)CSc2nnc(NC(=O)c3ccc(S(=O)(=O)N4CCOCC4)cc3)s2)cc1
61. COc1cccc(-c2noc(CCCC(=O)N3CCOCC3)n2)c1

Screen / compound no.,51,52,53,54,55,56,57,58,59,60,61
PAX8 inh HTS,-12,-6,-16,4,13,3,-12,19,-5,-24,-10
EWS-Fli inh,-12,6,11,-9,4,10,13,0,-4,x,-7
Casp6 inh,5,1,-50,x,3,2,-1,-2,x,x,-1
ARNT TACC3 PPI,x,-3,5,-10,2,-2,-2,-4,-1,-1,14
SIRT5 block,x,x,-2,x,6,2,-3,-3,x,x,-2
LGR2 antag,5,2,-2,-4,13,7,-13,-11,-3,-29,-2
DENV2 CPE rescue,7,-12,-6,1,-6,-2,1,-2,5,x,7

Bioassay records (PubChem)
